P. falciparum M1AAP: P. falciparum M1AAP inhibitors, biochemical, fluorogenic H-Leu-NHMec substrate, 1536-well (AID 1445) | inhibition, % at 30 µM, or IC50 in µM where a hit was titrated | Aminopeptidase N (Plasmodium falciparum (isolate 3D7)) | actives 0.42% (n = 220,000) | recombinant M1AAP, H-Leu-NHMec fluorogenic kinetic assay; higher % means a stronger effect;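 active means primary inhibition above the hit cutoff, then over 50% inhibition at one or more dose response concentrations, cut at about 23% in these data, passing the limit was not always enough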;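 further: plate controls were DMSO full reaction for no effect and no enzyme background for full effect; strong numbers were not always called active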
PMI inhibition: human PMI inhibitors, high substrate, primary screen, biochemical, fluorescence intensity, high mannose 6-phosphate (AID 1220); Mannose-6-phosphate isomerase (Homo sapiens); recombinant PMI enzyme, coupled fluorescence intensity; higher % means a stronger effect; inhibition, % at 20 µM; hits with a dose series show IC50 in µM; actives 0.66% (n = 190,000)
TNAP activators: human TNAP enzyme activators, primary screen, biochemical, luminescent, no phosphate acceptor, uHTS (AID 1001); Alkaline phosphatase, tissue-nonspecific isozyme (Homo sapiens); purified TNAP, luminescent activation assay, no phosphate acceptor; higher activation fold means a stronger effect; one-dose activation fold at 20 µM; EC50 in µM for titrated hits; actives 0.03% (n = 200,000); in the data active means activation fold from about 3, or a potency from the dose series; inactive means the rest, 99 in 100 with activation fold below about 1.6; further: many of its hits are not listed in these tables
XIAP displacement: XIAP antagonists, biochemical, IAP family, fluorescence polarization (AID 1018) | E3 ubiquitin-protein ligase XIAP (Homo sapiens) | XIAP BIR domain, fluorescence polarization peptide displacement; higher % means a stronger effect | one-dose displacement, % at 20 µM; IC50 in µM for titrated hits | actives 0.007% (n = 200,000); in the data active means displacement above about 50%; further: a part of the inactive calls stands beside numbers as strong as those of hits
WT yeast gro inh: growth inhibition of WT strain, primary screen, mitochondrial fusion inhibitor project, WT and mutant strains, chemical genetic; mitochondrial fusion phenotypic screen; inhibition, % at 10 µM; actives 2.1% (n = 190,000); in the data active means inhibition above about 58%; tested in S. cerevisiae
Yfh1-off respiration: enhancers of respiration in Yfh1-depleted yeast, dose response, Friedreich's ataxia, plus single-dose screen (AID 1465); actives 0.074% (n = 220,000); fold induction at 50 µM; hits with a dose series show EC50 in µM; S. cerevisiae Yfh1-off respiration, WST-1 reduction, 72 h; higher fold induction means a stronger effect;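 active means fold induction of absorbance versus untreated yeast above a set limit, then at least 30% activation at any dose in follow-up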;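 further: activators that raise dye reduction in frataxin-depleted yeast; strong numbers were not always called active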
LYP inhibition: inhibitors of LYP phosphatase, biochemical, fluorescence intensity, uHTS (AID 1779) | Tyrosine-protein phosphatase non-receptor type 22 (Homo sapiens) | recombinant LYP phosphatase, fluorescence intensity; higher % means a stronger effect | inhibition, % at 11.5 µM, or IC50 in µM where a hit was titrated | actives 0.054% (n = 290,000);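 further: plate controls were vehicle with enzyme for no effect and no enzyme for full effect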
M17LAP inhibition: P. falciparum M17LAP inhibitors, primary screen, biochemical, fluorogenic H-Leu-NHMec substrate, 1536-well (AID 1619); actives 0.38% (n = 220,000); recombinant M17LAP, H-Leu-NHMec fluorogenic kinetic assay; higher % means a stronger effect; inhibition, % at 30 µM, or IC50 in µM where a hit was titrated;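 active means compound inhibiting the enzyme by more than half at any dose during confirmatory dose-response retesting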;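 further: plate controls were full reaction with DMSO carrier for no effect and no enzyme background for full effect; strong numbers were not always called active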
PMI inhibitors: inhibitors of human PMI, primary screen, biochemical, fluorescence intensity, coupled assay (AID 1209); actives 0.42% (n = 190,000); Mannose-6-phosphate isomerase (Homo sapiens); purified PMI enzyme, coupled fluorescence intensity; higher % means a stronger effect; inhibition, % at 20 µM, or IC50 in µM where a hit was titrated;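 further: plate controls were DMSO vehicle for no effect and wells lacking substrate for full effect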
WT yeast gro inh mutant strain: second read-out of WT yeast gro inh, no call of its own (marks repeat the call); inhibition, %; mitochondrial fusion phenotypic screen, mutant strain inhibition
An asterisk follows results filed as active; i = inactive; · = not tested or not shown. Unless noted, no stated cut-off is given here; in the data, active means inhibition above about 50%; inactive means the rest.

Screens in order – P. falciparum M1AAP, PMI inhibition, TNAP activators, XIAP displacement, WT yeast gro inh, WT yeast gro inh mutant strain, Yfh1-off respiration, LYP inhibition, M17LAP inhibition, PMI inhibitors
CCOC(=O)c1sc(NC(=O)CSc2n[nH]c(-c3ccccc3)n2)c(C#N)c1C
    7%, 21%, 0.2, -9.0%, 77*, 59*, ·, 4%, 28%, 52%*
O=c1[nH]cnc2scc(C3COc4ccccc4O3)c12 (stereo not given)
    16%, 4%, 0.9, 1.5%, -26, -7, i, 1%, 3%, 1%
C/C=C/C(=O)Nc1nnc(-c2ccccc2C)s1
    ·, -3%, 0.9, -4.2%, -17, -15, i, -7%, ·, -1%
O=C(CSc1nnnn1-c1ccccc1)Nc1ncc(Cc2cc(Cl)ccc2Cl)s1
    6%, 1%, 1.1, -9.4%, 20, -2, i, -6%, -8%, 1%
O=C(COC(=O)c1c[nH]c(=O)[nH]c1=O)Nc1ccccc1
    -3%, 2%, 1.1, -0.6%, -11, 6, i, -5%, 8%, -6%
N#Cc1c(NC(=O)CSc2nc(-c3ccccc3)cc(C(F)(F)F)n2)sc2c1CCC2
    1%, 12%, 1.2, -11%, 2, 8, i, 2%, -6%, 20%
COc1ccc(NC2CS(=O)(=O)CC2NCc2ccccc2)cc1 (stereo not given)
    7%, 20%, 1.1, -5.1%, -14, -7, i, 9%, 4%, 4%
Cc1ccc(-c2[nH]c(-c3ccccc3)nc2SCC(=O)NCC2CCCO2)cc1 (stereo not given)
    10%, 3%, 1.1, -4.0%, -14, 2, i, -3%, 9%, 5%
COc1cccc(C2=N/C(=C\N(C)C)C(=O)O2)c1
    10%, 13%, 1.1, -1.6%, 7, -2, i, -6%, -5%, 5%
Cc1nc2ncnn2c(C)c1CCC(=O)Nc1csc(N)n1
    3%, -11%, 1.1, -3.1%, -10, -1, i, -3%, 6%, -8%
CCOC(=O)/C(C#N)=C1\Nc2ccccc2N=C1N(CC(C)C)CC(C)C
    6%, -3%, 0.9, -3.6%, 76*, 28*, i, -2%, -12%, 13%
Cc1cc(C)c2c(NC(N)=S)n[nH]c2n1
    -1%, -10%, 1, -7.3%, 3, 20, i, -11%, -8%, 24%
Cc1noc(C)c1C(=O)NNc1ccc(C(C)C)cc1
    3%, ·, ·, ·, ·, ·, i, -11%, -6%, ·
C=CCNC(=S)N/N=C/c1ccc(-c2ccc(OC)cc2)o1
    17%, 5%, 0.9, -4.6%, 44, 5, i, 1%, -1%, 12%
CC(C)CCNC(=O)CNC(=O)c1cccs1
    4%, -4%, 1.1, -4.4%, 14, 11, i, -9%, 2%, -3%
CCOC(=O)C(C)Oc1ccc(C2NC(=O)NC(C)=C2C(=O)Nc2ccccc2C)cc1 (stereo not given)
    1%, -14%, 1, -7.4%, -2, -4, i, -2%, 15%, 0%
Cc1ccc(OCC(=O)N/N=C\c2cn(Cc3ccccc3)c3ccccc23)cc1C
    -2%, 2%, 1.1, -3.8%, -9, -10, ·, -3%, 7%, 18%
c1ccc(CCc2nc(-c3ccc(-n4cccc4)cc3)no2)cc1
    -6%, -2%, 1.2, ·, -2, -2, i, -3%, 3%, -3%
COc1ccc(-c2nn(-c3ccccc3)cc2C(=O)N/N=C/c2ccc([N+](=O)[O-])o2)cc1
    3%, -10%, 1, -9.4%, -11, 4, i, 3%, -2%, -32%
Cc1cccc(N2CCN(S(=O)(=O)c3cccc4nonc34)CC2)c1C
    5%, 3%, 1.2, -2.4%, 25, -6, i, 2%, 7%, 14%
CC(C)CC(N=Cc1c(O)c2ccccc2oc1=O)C(=O)O (stereo not given)
    16%, -10%, 0.9, -1.5%, -6, 10, i, -3%, 37%, -15%
CC(C)CCNC(=O)c1sc2ccc(S(=O)(=O)N3CCCCC3)cc2c1N
    8%, 18%, 1.1, -6.0%, 39, -10, i, 2%, -2%, 29%
Cc1ccc(N2C(=O)CS(=O)C(c3ccccc3)C2=O)cc1C (stereo not given)
    3%, -36%, 1.1, -12%, 10, 4, i, -6%, 2%, 3%
CC(C)n1c(SCc2ccccc2F)nc2c1c(=O)n(C)c(=O)n2C
    -1%, 8%, 1.2, -1.7%, 11, 2, i, -2%, -6%, 0%
CC(C)c1cc(C(=O)N/N=C/C=C/c2ccccc2)n[nH]1
    -4%, 24%, 1.8, -2.5%, -9, -1, i, 2%, 10%, 20%
COc1ccc(NC(=O)Cc2c(F)cccc2Cl)c(OC)c1
    -2%, 0%, 1.1, -4.0%, 10, -4, i, -11%, -2%, 2%
CCc1ccccc1NC(=O)CN(c1ccc(OC)cc1OC)S(=O)(=O)c1ccccc1[N+](=O)[O-]
    -2%, 3%, 1, -3.5%, -4, 3, i, -4%, 1%, 21%
Cn1c(Cn2nnc3ccccc32)nnc1SCC(N)=O
    -7%, 0%, 1.1, -5.7%, 5, -32, i, -1%, -11%, 11%
CCOc1ccc(C(=S)NC2CCCCC2)cc1OC
    1%, 17%, 1.1, -0.5%, -2, 7, i, 9%, -15%, 45%
COc1ccc(CCNCC(=O)N2C(C)CCCC2C)cc1OC (stereo not given)
    -6%, 1%, 1.1, -7.3%, -3, -3, i, -7%, -5%, 20%
COc1c2occc2c(OC)c2c(=O)cc(C)oc12
    6%, 11%, 1.1, -20%, -11, -14, i, -5%, 4%, 8%
O=S(=O)(Nc1nc2c(s1)CCCC2)c1ccc(F)cc1
    3%, 9%, 1.1, -5.1%, 14, -2, i, -3%, 11%, 7%
COc1cc(C)ccc1OCCCOc1c(Cl)cccc1Cl
    4%, 11%, 1.1, -1.9%, 24, -7, i, -6%, 14%, 17%
COc1ccccc1-n1c(=O)oc2ccc(Cl)cc2c1=O
    0%, -1%, 1.1, -6.0%, 76*, 75*, i, -14%, -7%, 8%
O=C(CN1CCCCCC1)Nc1ccccc1F
    -5%, 8%, 1, -14%, -7, 17, i, 3%, 2%, 16%
Cc1ccc(CNC(=O)NC2CCCCC2)cc1
    -1%, -1%, 1.1, -5.1%, -5, -17, i, -7%, 20%, -2%
N=C1C(c2ccc(Br)cc2)=C(O)C2CCc3ccccc3N12 (stereo not given)
    13%, 14%, 1, -6.0%, -3, -3, i, -6%, -11%, 8%
CC(C)NC(=O)Cc1ccc(Br)cc1
    15%, 6%, 1.1, -6.0%, -11, 4, i, -2%, 3%, 5%
CC(C)NC(=O)c1ccccc1NC(=O)C1COc2ccccc2O1 (stereo not given)
    3%, 8%, 1.1, 2.6%, 2, 9, i, -6%, 12%, 8%
CC(/C=N/NC(=O)Cc1cccs1)=C\c1ccccc1
    -4%, 12%, 1, -3.2%, 0, 17, i, 1%, -13%, 12%

The closing 3 compounds of the section above are carried over, then new ones follow:
Screens in order – P. falciparum M1AAP, PMI inhibition, TNAP activators, XIAP displacement, WT yeast gro inh, WT yeast gro inh mutant strain, Yfh1-off respiration, LYP inhibition, M17LAP inhibition, PMI inhibitors
CC(C)NC(=O)Cc1ccc(Br)cc1
    15%, 6%, 1.1, -6.0%, -11, 4, i, -2%, 3%, 5%
CC(C)NC(=O)c1ccccc1NC(=O)C1COc2ccccc2O1 (stereo not given)
    3%, 8%, 1.1, 2.6%, 2, 9, i, -6%, 12%, 8%
CC(/C=N/NC(=O)Cc1cccs1)=C\c1ccccc1
    -4%, 12%, 1, -3.2%, 0, 17, i, 1%, -13%, 12%
O=C(CSc1nnc(NC(=O)c2ccco2)s1)NC1CCCC1
    8%, 10%, 1.1, -1.7%, -16, 6, i, 6%, 15%, -5%
CN(C)C(=O)c1nc2ccc(Cl)cn2c1CNCc1ccccc1OC(F)(F)F
    3%, 8%, 1, -4.4%, 4, 9, i, -5%, 1%, 10%
CCOc1ccc(Nc2nc(NCC3CCCO3)c3ccccc3n2)cc1 (stereo not given)
    4%, -6%, 1.1, -3.4%, 57, 27, i, -2%, -1%, -4%
COc1ccc(S(=O)(=O)Nc2c(C(=O)O)[nH]c3ccccc23)c(OC)c1
    12%, -5%, 1, -1.7%, 1, 3, i, -5%, 10%, -10%
C/C=C/C(=O)N1CC2(CC(c3cccc(NC(=O)CC(c4ccccc4)c4ccccc4)c3)=NO2)C[C@H]1C(N)=O (stereo not given in full)
    12%, ·, ·, ·, ·, ·, i, -7%, 19%, ·
CCOC(=O)c1ccc(NC(=O)C2=C(C)Nc3nc(CCCO)nn3C2c2ccc(OC)cc2)cc1 (stereo not given)
    1%, ·, ·, ·, -2, 12, i, ·, 2%, ·
CCOC(=O)C1(C/C(C)=N/NC(N)=O)CC(C)(C)OC1=O (stereo not given)
    -5%, -3%, 1.1, -3.9%, -1, -8, i, -1%, 0%, 10%
O=S(=O)(NC(=S)NC1CCCCC1)c1ccc(Cl)cc1
    -4%, 2%, 0.8, -1.8%, 0, -2, i, -8%, -6%, 17%
CCOc1ccc(-n2c(=O)[nH]cc(C(=O)N3CCc4ccccc43)c2=O)cc1
    1%, 6%, 1, -6.7%, ·, ·, i, -7%, -8%, 9%
N#Cc1cnc(N)c(Br)c1
    4%, 5%, 1.2, -6.3%, -12, 17, i, 2%, -6%, -7%
CCNc1nc(=S)nc(NCc2ccccc2)[nH]1
    3%, 16%, 1.1, -9.9%, -9, -9, i, 1%, 7%, 1%
S=c1[nH]nc(COc2ccccc2)n1C1CCCCC1
    6%, 5%, 1, -1.3%, 41, 28, i, -3%, 1%, 7%
Cc1ccc(CN(C(=O)C(F)(F)F)C(C(=O)NC2CCCCC2)c2ccco2)cc1 (stereo not given)
    -3%, 0%, 1.1, -3.7%, 44, 12, i, -3%, 13%, 1%
O=C(O)C1C2C=CC3(CN(C4CCCC4)C(=O)C13)O2 (stereo not given)
    3%, -9%, 0.9, -6.5%, 11, 5, i, -2%, 7%, -6%
COc1cc(C(=O)n2nc(C)cc2C)cc(OC)c1OC
    -8%, -5%, 1, -4.3%, 14, 6, i, -4%, -3%, -8%
Cc1cccc(-n2c(Cc3cc(=O)[nH]c(=O)[nH]3)nnc2SCC(=O)Nc2cccc(C(F)(F)F)c2)c1
    -3%, -5%, 1, -4.6%, 15, 5, i, 2%, 9%, -2%
